FEN1 inh – inhibitors of human flap endonuclease 1. 0.35% of 390,000 active. AID 588795. P39748. Recombinant FEN1 flap cleavage, fluorescence, 15 min. Potency, µM (top dose mostly 114 µM), for inactives: top-dose activity change, negative = inhibition, most hits filed as inhibitors; note: nearly all actives have a fitted effect of over 65% in size
Target sequence (P39748 whole entry, looked up): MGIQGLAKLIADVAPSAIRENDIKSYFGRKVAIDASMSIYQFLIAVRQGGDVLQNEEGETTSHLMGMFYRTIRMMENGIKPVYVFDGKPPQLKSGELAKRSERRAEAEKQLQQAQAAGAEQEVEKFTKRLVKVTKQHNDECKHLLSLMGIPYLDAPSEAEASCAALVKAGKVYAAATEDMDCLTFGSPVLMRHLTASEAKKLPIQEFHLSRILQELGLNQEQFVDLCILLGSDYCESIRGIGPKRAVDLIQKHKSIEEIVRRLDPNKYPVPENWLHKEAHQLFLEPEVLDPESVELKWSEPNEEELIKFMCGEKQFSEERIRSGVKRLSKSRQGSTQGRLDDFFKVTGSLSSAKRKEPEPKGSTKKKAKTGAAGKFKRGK
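Recombinant FEN1 (10 nM) was preincubated with pin-transferred compounds for 15 min at room temperature, then flap DNA substrate (50 nM final) was added. Plates were read at 0 and 15 min, and normalized concentration–response data were fitted to a four-parameter Hill equation.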
TDP1 inh – TDP1 (human) enzyme inhibition; 0.28% of 350,000 active; recombinant TDP1, AlphaScreen DNA substrate cleavage; Potency, µM (doses to about 130 µM), inactives show at the top dose activity change, negative = inhibition, hits mostly inhibitors; Q9NUW8; AID 485290; note: nearly all actives have a fitted effect of over 40% in size
Target sequence (Q9NUW8 whole entry, looked up): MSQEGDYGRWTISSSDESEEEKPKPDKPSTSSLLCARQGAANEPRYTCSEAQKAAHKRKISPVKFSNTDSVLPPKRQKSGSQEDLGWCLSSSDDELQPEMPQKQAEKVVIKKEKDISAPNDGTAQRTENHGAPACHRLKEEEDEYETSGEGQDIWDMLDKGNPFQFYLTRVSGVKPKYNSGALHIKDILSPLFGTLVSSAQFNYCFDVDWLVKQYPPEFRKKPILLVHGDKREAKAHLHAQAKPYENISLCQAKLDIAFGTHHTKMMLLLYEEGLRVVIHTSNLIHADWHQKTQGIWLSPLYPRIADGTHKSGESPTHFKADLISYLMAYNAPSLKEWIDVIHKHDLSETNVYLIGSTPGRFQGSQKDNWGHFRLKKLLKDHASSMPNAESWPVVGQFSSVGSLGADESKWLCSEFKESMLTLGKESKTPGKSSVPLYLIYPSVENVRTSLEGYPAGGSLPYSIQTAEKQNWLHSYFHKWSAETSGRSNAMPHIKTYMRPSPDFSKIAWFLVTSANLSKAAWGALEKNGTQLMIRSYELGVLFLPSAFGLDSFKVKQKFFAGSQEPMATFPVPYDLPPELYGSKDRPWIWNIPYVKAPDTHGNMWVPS
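Enzyme-compound mixtures sat 15 min at room temperature, followed by a 5 min reaction with 15 nM final substrate and 10 min with AlphaScreen beads. Recombinant human Tdp1 was used at 1 nM final.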
N370S GC mod – N370S glucocerebrosidase modulation, Gaucher chaperone candidate. N370S GC spleen homogenate, 4MU-glucoside fluorescence. 0.092% of 330,000 active. Potency, µM (top dose mostly 59.4 µM), for the others: at the highest dose activity change, negative = inhibition, hits mostly inhibitors. P04062;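 note: 0% = full enzyme activity and -100% = no enzyme basal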
Numbers without * were called inactive; ? = inconclusive; / = no result given; [ ] = remark or other dose. Calls come from the whole dose curve; as a rule, active = well fitted curve in the direction sought with a large enough effect; inconclusive = small, poorly fitted or top-dose-only effect, or another doubt; inactive = no such curve, though single readings can be large; an effect the other way counts as inactive or inconclusive. Unless noted, % is set by controls: 0 for no effect and ±100 for the full control effect; potency is the fitted concentration of half-maximal effect.

| Compound | N370S GC mod | FEN1 inh | TDP1 inh |
| --- | --- | --- | --- |
| c1ccc2nc(C3=NCCN3)cnc2c1 | -5.5% | / | 6.0% |
| COc1ccc(C(=O)Nc2ccc3ccccc3c2)cc1OC | 5.0% | -0.9% | 3.5% |
| CCn1c(SCC(=O)OC)nnc1-c1c[nH]c2ccccc12 | 7.5% | 0.5% | / |
| CCN(CC)S(=O)(=O)c1ccc(Cl)c(NC(=O)c2ccc(C#N)cc2)c1 | 2.0% | -4.3% | 2.8% |
| Cc1ccnn1CCC(=O)N1CCCC(Nc2ccc(F)c(F)c2)C1 (stereo not given) | 4.0% | -1.2% | 4.2% |
| CSc1nc(N(C)NC(=O)c2ccc(Cl)cc2)c2ccccc2n1 | 5.5% | -9.3% | 8.4% |
| Cc1ccc(-c2cc(C(F)(F)F)c(C#N)c(SCC(=O)Nc3ccccc3)n2)cc1 | / | -3.8% | 0.0% |
| O=C(Nc1nnc(SCC(=O)N2CCOCC2)s1)C1CC(=O)N(c2ccccc2)C1 (stereo not given) | -8.2% | 9.8% | -10.3% |
| CCCCCC(=O)NC(NC(=S)NC1CCS(=O)(=O)C1)C(Cl)(Cl)Cl (stereo not given) | 7.9% | -3.1% | 4.9% |
| COc1cccc2cc(-c3cn4c(n3)sc3cc(F)ccc34)c(=O)oc12 | / | 5.8% | 3.4% |
| COc1ccc(NC2=C(NCCO)C(=O)c3ccccc3C2=O)cc1 | 28.4% | -3.1% | 12.2% |
| COC(=O)c1ccc(NC(=O)c2cccc(Cl)c2)o1 | 3.0% | -15.2% | 1.0% |
| Cc1cc(C)c(-c2cc(C)nc3ncnn23)c(C)c1 | -8.3% | 7.7% | 0.0% |
| C=CCN1C(=O)/C(=C\c2ccc(OC(=O)c3ccco3)c(OC)c2)SC1=S | 2.0% | 9.1% | 6.1% |
| CN(Cc1ccccc1)C(=O)CN1C(=O)C2C3C=CC(C3)C2C1=O (stereo not given) | -4.4% | -16.4% | 0.0% |
| COC(=O)c1sccc1S(=O)(=O)N1CCN(c2cc(Cl)ccc2C)CC1 | / | 9.6% | 3.2% |
| Cc1c(C(=O)NCCN2CCOCC2)oc2ccc(S(=O)(=O)N3CCCCCC3)cc12 | 15.8µM* | -4.2% | 1.1% |
| COCCNC(=S)N/N=C(\C)CCc1ccc2c(c1)OCO2 | -3.2% | 0.0% | 5.9% |
| C=CCn1c(-c2ccoc2C)n[nH]c1=S | 2.4% | -5.0% | 4.5% |
| CN(C)CCCNC(=O)C[C@H]1C[C@H](C(=O)N2CCOCC2)[C@@]2(C)c3[nH]c4cc(CCC(=O)N(C)C)ccc4c3CCN2C1=O | / | 14.1% | -1.6%[56.1 µM] |
| CCOC(=O)c1cc2c(N)c(C(=O)c3ccc(Br)cc3)sc2[nH]c1=O | 8.9% | 8.6% | -3.6% |
| CCS(=O)(=O)c1ncc(N(Cc2ccccc2)Cc2ccco2)c(C(=O)Nc2ccccc2C)n1 | / | 14.7% | -2.6% |
| CC(NC(=O)C12CC3CC(CC(C3)C1)C2)C(=O)NN=Cc1ccc([N+](=O)[O-])o1 (stereo not given) | / | -6.3% | 2.1% |
| O=S(=O)(NCc1ccccc1Cl)c1ccc(-c2cnc(C3CC3)o2)cc1 | / | -12.0% | -1.2% |
| CCOC(=O)/C(C#N)=C/c1c(N2CCN(c3ccc(OC)cc3)CC2)nc2c(C)cccn2c1=O | 2.4% | -4.0% | / |
| COCCCNc1nc2ccccc2nc1NS(=O)(=O)c1ccc(F)cc1 | 0.3% | 18.5% | / |
| COc1c(O[C@H]2O[C@@H](CO)[C@@H](O)[C@@H](O)[C@@H]2O)cc2c(c1OC)-c1ccc(SC)c(=O)cc1[C@H](NC(C)=O)CC2 | -12.8%[21.6 µM] | / | 9.1%[56.1 µM] |
| O=c1c(Cl)c(N2CCC3(CC2)OCCO3)cnn1C12CC3CC(CC(C3)C1)C2 | 1.7% | 0.7% | / |
| CCC/C(C)=N/NC(=O)c1ccccc1O | -23.6% | -7.9% | -10.3% |
| O=C(NCC(c1cccs1)S(=O)(=O)c1cccs1)c1cccc(F)c1 (stereo not given) | / | -15.7% | 2.8% |
| COc1ccc(C)cc1N(CC(=O)N/N=C/c1ccccc1C(=O)O)S(=O)(=O)c1ccccc1 | 6.4% | 1.2% | 0.0% |
| COc1ccc(CNc2n[nH]c(NCc3ccc(OC)c(OC)c3)n2)cc1OC | 1.9% | 0.1% | 4.7% |
| COc1ccc2nc(C)c3c(c2c1)OC(C)C3 (stereo not given) | 1.3% | 0.6% | -2.1% |
| C=CCNC(=O)/C(=C\c1ccc2c(c1)OCO2)NC(=O)c1ccc(Br)cc1 | 1.9%[12.8 µM] | 2.5% | 0.0% |
| N#Cc1nc(-c2cccs2)oc1NCC1CCCO1 (stereo not given) | 26.4% | 1.3% | 4.6% |
| COC(=O)c1sc(NC(=O)CSc2n[nH]c(N)n2)c(C(=O)OC)c1C | -12.9% | -2.4% | 2.7% |
| Cc1cc(NC(=O)CCSc2nc(-c3ccco3)cc(C(F)(F)F)n2)no1 | 4.6% | -13.6% | 0.0% |
| COCCNC(=O)CSc1nc2cc3c(cc2c(=O)n1Cc1ccco1)OCO3 | 11.7% | 6.3% | 1.9% |
| COc1ccccc1C(CNC(=O)CSc1ccc2ccccc2c1)N(C)C (stereo not given) | -12.3% | -10.3% | 3.3% |
| NC(=O)CC(NC(=O)Cc1ccc(Cl)cc1)c1ccc(NC2CCCCCCC2)c([N+](=O)[O-])c1 (stereo not given) | 3.7% | -3.6% | / |
| CC[C@@H](C)[C@H](NC(=O)CCc1c(C)c2cc3c4c(oc3c(C)c2oc1=O)CCCC4)C(=O)O | -0.5% | -12.1% | / |
| CCC(=O)c1c(O)cc(O)cc1O | 4.3% | / | 0.6%[56.1 µM] |
| O=C(NCc1cccnc1)Nc1cccc(F)c1 | -8.6% | 0.2% | 1.8% |
| Cc1ccc(OCc2cc(C(=O)NC3CCc4ccccc43)no2)cn1 (stereo not given) | 2.5% | -14.0% | 6.6% |
| Cc1cccc(-n2c(SCC(=O)O)nc3sc4c(c3c2=O)CCC4)c1 | -5.7% | -5.3% | 0.0% |
| CCCCC1=CC2=CC(=O)C(C)(OC(=O)CC)C(=O)C2=CN1C1CCCC1 (stereo not given) | -1.7%[12.8 µM] | -12.4% | 7.1%[12.3 µM] |
| O=C(CCc1nc2ccccc2s1)OCC(=O)N1CCN(C(=O)c2ccco2)CC1 | -10.5% | 4.9% | 2.3% |
| CCn1c(SCC(=O)N2CCCC(C)C2)nnc1-c1ccco1 (stereo not given) | 1.9% | 0.2% | 5.6%[0.0935 µM] |
| Cc1ccc(-n2cnnn2)cc1S(N)(=O)=O | / | -1.7% | 4.7% |
| CC(COc1ccc(/C=C/c2ccccc2)cc1)[N+](C)(C)C (stereo not given) | ? | -0.3% | / |
| O=C(Nc1cccc(O)c1)c1cc(-c2ccc3c(c2)OCO3)on1 | 3.9% | -6.4% | -5.1% |
| c1ccc(-n2ncc3c(NCCCN4CCOCC4)ncnc32)cc1 | -0.1% | -1.7% | 1.9% |
| C=CCn1c(=O)n(CCC#N)c(=O)n(CCC#N)c1=O | 3.6% | -6.7% | 3.0% |
| C=CS(=O)(=O)c1sc(Cl)c(N2CCOCC2)c1[N+](=O)[O-] | -2.0% | -7.8% | 3.0% |
| O=C1CC(c2nnc(Cc3ccccc3Cl)o2)CN1c1ccccc1 (stereo not given) | / | -14.4% | -4.3%[12.3 µM] |
| CCn1c(SCC(N)=O)nnc1C(C)C | -6.1% | 10.0% | -4.9% |
| Cc1cc(NC(=O)CSc2nc(-c3ccccc3F)nc3c2c(=O)n(C)c(=O)n3C)no1 | / | -4.4% | 5.4% |
| CC1(C)CC(NS(=O)(=O)c2ccc(C(C)(C)C)cc2)CC(C)(C)N1 | -6.9% | 17.6% | / |
| O=C(O)C(Sc1ccncn1)c1ccccc1 (stereo not given) | -4.5% | 23.6% | 2.6% |
| CC1CCCN(CC(O)COc2ccc(-c3ccccc3)cc2)C1 (stereo not given) | -19.4% | -0.8% | 3.4% |

Entries shown so far with a nitro group on carbon, in the order listed:
| Compound | N370S GC mod | FEN1 inh | TDP1 inh |
| --- | --- | --- | --- |
| CC(NC(=O)C12CC3CC(CC(C3)C1)C2)C(=O)NN=Cc1ccc([N+](=O)[O-])o1 (stereo not given) | / | -6.3% | 2.1% |
| NC(=O)CC(NC(=O)Cc1ccc(Cl)cc1)c1ccc(NC2CCCCCCC2)c([N+](=O)[O-])c1 (stereo not given) | 3.7% | -3.6% | / |
| C=CS(=O)(=O)c1sc(Cl)c(N2CCOCC2)c1[N+](=O)[O-] | -2.0% | -7.8% | 3.0% |

Further results follow:
| Compound | N370S GC mod | FEN1 inh | TDP1 inh |
| --- | --- | --- | --- |
| Cc1cccc(NC(=O)c2ccc(S(=O)(=O)N3CC(C)OC(C)C3)cc2)n1 (stereo not given) | 0.9% | -0.5% | 3.0%[0.505 µM] |
| Cc1cc(C(=O)CSc2nnnn2C)c(C)n1-c1cccc(F)c1 | -9.0%[2.35 µM] | 10.4% | 7.1% |
| CCOc1ccc(OCC(=O)N2CCOCC2)cc1 | 3.6% | -8.3% | 4.7% |
| COc1cccc(CNC(=O)CCC2CCCN(C(=O)c3cccnc3SC)C2)c1 (stereo not given) | -1.8% | -1.0% | 3.2% |
| N#Cc1nc(-c2ccccc2)oc1NCc1ccco1 | -8.6% | 5.1% | 3.3% |
| COCCOC1CCN(C(=O)C2CCC(=O)N(CCc3ccccc3)C2)CC1 (stereo not given) | 1.2% | 11.6% | 1.2% |
| CC(C)(C)NC(=O)NC(=O)CSc1nnc(COc2ccccc2Cl)o1 | -6.5% | -15.5% | 0.0% |
| COc1ccc(N2CCN(C3CCCN(Cc4cccc(C)c4)C3)CC2)cc1 (stereo not given) | -2.6% | 4.5% | 5.5% |
| Cc1ccc(N2C(=O)N(CC(=O)Nc3ccc(F)c(F)c3)C(=O)C2C)cc1 (stereo not given) | -3.6% | 2.5% | -3.4% |
| Cc1csc2nc(COC(=O)c3ccccc3NC(=O)COc3ccccc3F)cc(=O)n12 | / | 3.9% | 3.8% |
| COCCCNC(=O)CC1C[C@H](C(=O)N2CCOCC2)[C@@]2(CCC3CCCC3)c3[nH]c4ccc(OC)cc4c3CCN2C1=O (stereo not given in full) | / | -4.7% | -0.8%[56.1 µM] |
| CCCCC1=C([O-])C2N=CC=CC2=[N+](c2ccccn2)C1=O (stereo not given) | -5.1% | -4.0% | -2.6% |
| COc1ccc2c(C(=O)CN3CCN(c4ccccc4)CC3)c[nH]c2c1 | -2.7% | -7.4% | 1.8% |
| C[C@@]12C(=O)N(c3cccc(F)c3)C(=O)N1[C@H](c1ccc(F)cc1)[C@@H]1C(=O)N(C3CCCCC3)C(=O)[C@@H]12 | -29.3% | 5.2% | / |
| CCNC(=S)N1N=C2c3ccccc3CCC2C1c1ccc(F)cc1 (stereo not given) | 7.7% | 2.7% | 6.8% |
| COc1ccc(-c2cc(C(=O)NC(Cc3c[nH]c4ccccc34)C(=O)O)c(C)o2)cc1OC (stereo not given) | 9.7% | 2.1% | 1.8% |
| COc1ccc(CNCCC(c2ccc(OC(C)C)cc2)C(C)C)cc1OC (stereo not given) | -9.6% | -12.9% | 2.1% |
| CCOc1ccccc1NC(=O)C1CCCN1C(=O)c1cccs1 (stereo not given) | / | -2.9% | 0.6%[56.1 µM] |
| COc1ccc(N(Cc2nnc3n2CCCCC3)C(=O)Nc2ccc(Cl)cc2)cc1Cl | / | 7.0% | 0.0% |
| CCN1CCN(S(=O)(=O)c2ccc(Cl)c(C(=O)NC(C)c3ccccc3Cl)c2)CC1 (stereo not given) | -12.4% | -1.8% | 0.1% |

N370S GC mod, hit marks shown above.
mol,N370S GC mod,TDP1 inh
Cc1c(C(=O)NCCN2CCOCC2)oc2ccc(S(=O)(=O)N3CCCCCC3)cc12,15.8µM*,1.1%

Following part.
| Compound | N370S GC mod | FEN1 inh | TDP1 inh |
| --- | --- | --- | --- |
| COc1ccc(CCNC(=O)Cn2c(C)c3cnn(-c4ccccc4)c(=O)c3c2C)cc1OC | / | -2.7% | 5.1% |
| Cc1cc2c(cc1C)NC(c1cccnc1)C1=C(CC(C)(C)CC1=O)N2 (stereo not given) | -0.7% | 0.6% | 3.2% |
| O=C1OC(c2cccs2)=N/C1=C\c1ccc(-c2ccccc2Cl)o1 | 0.2% | 3.9% | 6.2% |
| O=S(=O)(c1ccc(Br)cc1)N1CCOCC1 | / | -8.8% | 1.0% |
| Cc1ccc(CNC(=O)CCS(=O)(=O)c2cccc3nsnc23)cc1 | 3.1% | -5.2% | 2.3% |

One compound at a time (already shown):
Cc1cc2c(cc1C)NC(c1cccnc1)C1=C(CC(C)(C)CC1=O)N2 (stereo not given) is entered as N370S GC mod = -0.7%; FEN1 inh = 0.6%; TDP1 inh = 3.2%
COc1ccc(CCNC(=O)Cn2c(C)c3cnn(-c4ccccc4)c(=O)c3c2C)cc1OC is entered as N370S GC mod = /; FEN1 inh = -2.7%; TDP1 inh = 5.1%

High-throughput results as filed in PubChem BioAssay.
